CatL block: inhibitors of human cathepsin L; P07711; inhibition, %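 (tested at 10 µM)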; 58,000 compounds, 0.17% hits; purified cathepsin L, fluorogenic substrate, fluorescence; in the data active = inhibition above about 45%;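 note: 0% = enzyme with no compound and 100% = no enzyme blank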
Target sequence (P07711 114-288 limits assumed): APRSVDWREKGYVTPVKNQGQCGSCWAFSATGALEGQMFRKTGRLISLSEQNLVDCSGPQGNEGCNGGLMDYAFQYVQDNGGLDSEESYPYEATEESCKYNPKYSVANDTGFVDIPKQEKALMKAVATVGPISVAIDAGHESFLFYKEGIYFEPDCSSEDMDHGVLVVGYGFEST
Target sequence (P07711 292-333 limits assumed): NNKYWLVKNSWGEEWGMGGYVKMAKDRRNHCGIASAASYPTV
CatB block: blocks human cathepsin B protease activity; purified cathepsin B, fluorogenic substrate, fluorescence; 63,000 compounds, 0.1% hits; P07858; inhibition, %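 (tested at 10 µM)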; AID 453; in the data active = inhibition above about 21%;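 note: 0% = enzyme with no compound and 100% = no enzyme blank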
CatS block: blocks human cathepsin S protease activity. AID 501. recombinant cathepsin S, AMC dipeptide fluorescence, pooled mixtures. 62,000 compounds, 0.06% hits. inhibition, %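 (tested at 5 µM per compound within 10-compound mixtures)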. P25774; in the data active = inhibition above about 32%, passing the limit was not always enough; inconclusive = no clear call, values can overlap the other calls;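 note: 0% = enzyme without compound and 100% = blank without enzyme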
Target sequence (P25774 115-331 limits assumed): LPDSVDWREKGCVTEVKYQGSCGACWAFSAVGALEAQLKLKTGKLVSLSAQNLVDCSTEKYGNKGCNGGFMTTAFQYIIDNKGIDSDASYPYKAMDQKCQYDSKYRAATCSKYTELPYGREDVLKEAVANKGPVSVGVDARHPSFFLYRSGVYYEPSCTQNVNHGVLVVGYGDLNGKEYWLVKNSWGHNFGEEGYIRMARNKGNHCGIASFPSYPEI
Cathepsin G inh: inhibitors of human cathepsin G. P08311. purified enzyme, AMC-tetrapeptide fluorescence, pooled mixtures. inhibition, % at 5 µM (by protocol). 62,000 compounds, 0.2% hits. AID 581;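 active = inhibition above 20% in each of the two mixture wells holding the compound; inactive = inhibition of 20% or less in either well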;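 note: 0% = enzyme control without mixture and 100% = blank lacking enzyme; strong numbers were not always called active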
Target sequence (P08311 21-244 limits assumed): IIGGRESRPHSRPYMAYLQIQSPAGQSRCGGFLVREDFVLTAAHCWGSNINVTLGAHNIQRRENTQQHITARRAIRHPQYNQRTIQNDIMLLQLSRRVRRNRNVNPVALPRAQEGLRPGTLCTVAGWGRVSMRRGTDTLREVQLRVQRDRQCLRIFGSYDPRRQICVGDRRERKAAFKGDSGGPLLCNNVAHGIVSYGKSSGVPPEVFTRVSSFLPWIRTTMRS
FXIa inh mix: blocks human factor XIa in pooled compound mixtures | P03951 | purified FXIa, fluorogenic substrate | inhibition, % at 5 µM | 62,000 compounds, 0.19% hits; in the data active = inhibition above about 20%, passing the limit was not always enough;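 note: each value is inhibition by a whole ten-compound pool holding the compound; 0% = enzyme with no mixture and 100% = wells lacking enzyme; strong numbers were not always called active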
C1s inh: human complement C1s inhibition | P09871 | 62,000 compounds, 0.16% hits | mean inhibition % of two 10-compound mixtures (stronger effect = higher value), % at 5 µM (by protocol) | purified C1s, fluorogenic AMC substrate, pooled mixtures | AID 538;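 active = inhibition above 20% in each of the two 10-compound mixture wells holding the compound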;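 note: 0% = enzyme wells lacking compound mixture and 100% = no-enzyme blank wells; some compounds called inactive have numbers as strong as hits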
E coli RNAP: Escherichia coli RNA polymerase inhibition; P0A8V2; inhibition, %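 (tested at 10 µM)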; 62,000 compounds, 0.2% hits; E. coli RNA polymerase, fluorescence transcription assay; in the data active = inhibition above about 20%;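 note: 0% = enzyme without compound and 100% = no enzyme blank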
CatB mixtures: human cathepsin B inhibition by mixtures; inhibition, %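 (ten-compound pools at 5 µM per compound and 50 µM total)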; Purified cathepsin B, AMC dipeptide fluorescence, compound mixtures; 62,000 compounds, 0.06% hits; P07858; in the data active = inhibition above about 22%, passing the limit was not always enough; inconclusive = no clear call, values can overlap the other calls;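 note: 0% = enzyme without compound and 100% = no enzyme blank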
AP ELISA ortho: orthogonal test for alternative complement pathway inhibitors; 62,000 compounds, 0.08% hits; AID 1235; inhibition, % at 5 µM; Human serum alternative complement pathway, LPS-coated ELISA, C3 deposition; tested in compound mixtures;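 active = inhibition above 30% in each of the two pooled mixtures holding the compound, so the lower value exceeds 30%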;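 note: 0% = serum in Mg-EGTA without compound and 100% = EDTA serum blank; some compounds past the cut are filed as inactive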
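Test system – human serum alternative complement pathway, C3 deposition on LPS-coated wells · Buffer or medium – diluted human serum in Mg2+-EGTA GVB++ · Compound dosing – 5 µM each compound, pools of ten, 50 µM per pool · Schedule – 1 h serum-compound exposure at 37 °C · Measured by – Anti-C3 ELISA, OD 450 nm · Read-out basis – percent inhibition of C3 deposition onto LPS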
* hit, by the source's call; ? = inconclusive; nt = not tested or not shown.

SMILES	CatL block	CatB block	CatS block	Cathepsin G inh	FXIa inh mix	C1s inh	E coli RNAP	CatB mixtures	AP ELISA ortho
c1ccc(-n2c(Cc3cn4ccsc4n3)nnc2N2CCOCC2)cc1	12	0	-5	6	-3	-23	6	-1	7
Cc1ccccc1NC(=O)CNc1ccccc1N1CCCCC1	7	1	-5	-5	-1	-3	3	1	-13
CCn1c(=O)n(CC)c2cc(S(=O)(=O)Nc3ccccc3C)c(C)cc21	4	0	-7	8	5	10	3	1	26
Cc1ccc(C(C)C)c(OCCNS(C)(=O)=O)c1	15	4	-6	0	5	-67	12	-2	3
CC(C)COC(=O)c1ccc(NC(=O)C2C3CCC(C3)C2C(=O)O)cc1 (centres undefined)	6	2	8	9	6	22	4	3	8
Cc1nn(C)cc1CNC(=O)c1cc2n(n1)C(C(F)(F)F)CC(c1cccs1)N2 (centres undefined)	18	1	3	4	-5	-45	9	-6	3
CCOC(=O)c1cccc(NC(=O)CSc2nnc(C3CCCCC3)n2CC)c1	0	-3	23	3	3	-4	2	-2	6
Fc1ccc(Nc2nc(N3CCOCC3)c3ccccc3n2)cc1	-7	-1	-13	9	11	-30	3	5	26
COC(=O)c1cc(=O)n(Cc2ccco2)c(=Nc2ccc(F)c(Cl)c2)s1	nt	5	-2	11	10	17	4	4	15
COc1ccc(NC(=O)CN2CCN(CC(=O)Nc3ccc4c(c3)OCO4)CC2)cc1	3	3	4	7	1	-1	-1	4	23
CC(C)c1c(O)nc(SCCN(C)C)[nH]c1=O	5	4	11	7	6	8	11	4	14
Cc1ccc(S(=O)(=O)N2CCN(C(=O)CSc3nnc(-c4ccco4)o3)CC2)cc1	16	8	5	-5	3	-23	8	5	-13
CCOC(=O)CSc1nnc(-c2ccc(S(=O)(=O)N3CCC(C)CC3)cc2)o1	24	2	3	7	2	14	7	0	15
O=C(c1n[nH]c2c1CCCC2)n1ccnc1	7	5	13	15	3	45	11	3	10
Cc1ccccc1N1C(N)=NC(N)=NC1(C)C	0	4	-6	6	4	-10	4	-6	14
CCN(Cc1cc2cc(C)ccc2[nH]c1=O)S(=O)(=O)c1ccccc1	25	0	11	0	1	-4	-2	-2	4
Cc1sc2nc(C(C)C)nc(SCC(=O)N3CCN(C(=O)c4ccco4)CC3)c2c1C	-4	1	7	4	7	2	9	3	8
NC(=O)c1cn(-c2ccccc2)nc1-c1cccnc1	21	3	7	3	2	10	11	1	3
CC(=O)N1CCN(C(=O)Nc2cccc(C(F)(F)F)c2)CC1	0	3	-11	0	-20	-67	-1	-5	7
Cc1ccc(NC(=O)Nc2ccc(F)cc2)nc1	6	3	-4	10	4	7	1	1	10
O=C(Cc1c(C(=O)O)[nH]c2ccc(Cl)cc12)Nc1ccc2c(c1)OCCO2	24	7	14	-8	1	-34	6	1	-5
COc1ccc(NC(=O)CC2C(=O)N(c3cccc(OC)c3)C(=O)N2C2CCCCC2)cc1 (centres undefined)	10	3	6	11	7	12	4	4	11
O=C1Nc2cc3c(cc2Sc2ccccc21)OCCO3	2	-4	-2	-8	-8	-103	-1	2	20
O=C(NCc1ccc(F)cc1)c1cc(-c2cccs2)on1	4	5	-5	25	12	13	2	1	12
CN(C)c1ccc(NC(=O)c2cccc(N3C(=O)C4C5C=CC(C5)C4C3=O)c2)cc1 (centres undefined)	-4	0	-2	-2	2	0	5	-1	10
COC(=O)c1c(=O)n(O)c2ccc(OC)cc2[n+]1[O-]	-16	1	-2	-14	-2	-36	-10	-1	-2
O=C1c2ccccc2C(=O)N1Cc1nc(-c2cccnc2)no1	-4	2	-4	8	-1	5	1	2	29
CC(C)(C)C(=O)Nc1ncc(C(F)(F)F)cc1Cl	-5	-4	1	1	8	4	-1	-6	11
O=C1CCCN1c1cc(Cl)ccc1Cl	0	2	0	1	-10	-76	7	-7	-6
CC(C)NC(=O)COC(=O)c1ccc(O)cc1	4	1	-11	7	6	14	-1	1	12
c1ccc(-c2csc3ncnc(NCCN4CCOCC4)c23)cc1	-1	6	21	-7	3	-5	nt	7	-13
CCOC(=O)CSc1nnc(CNC(=O)c2ccco2)n1-c1ccc(F)cc1	11	-3	7	0	4	1	2	4	13
Cn1c(C(=O)NCC2CCCO2)cc2oc3ccccc3c21 (centres undefined)	1	1	1	0	2	2	3	-1	4
CC(=O)COc1ccc2c3c(c(=O)oc2c1C)CCCCC3	-10	5	10	4	-8	-10	0	0	2
COc1cccc(CC(NC(C)=O)C(=O)NC2CCN(c3nc(C)cc(C)c3C#N)CC2)c1OC (centres undefined)	-7	3	-5	-4	0	-2	6	1	2
COc1ccc(C2C(C(=O)c3cc4cccc(OC)c4o3)=C(O)C(=O)N2CCCN(C)C)cc1OC (centres undefined)	17	4	12	6	2	6	11	3	-11
Cc1ccc(CNC(=O)CCS(=O)(=O)c2cccc3nonc23)cc1	-4	6	2	-1	8	-11	0	5	8
CCC1(CC)C(=O)N(C)C(=O)NC1=NCc1ccccc1	-3	0	2	2	10	8	-1	1	5
CCCCCc1nnc(NC(=O)OCCC)s1	-1	0	7	0	11	-41	6	-3	9
O=C(CSc1nnc2n(C3CCCCC3)c(=O)c3ccccc3n12)OC1CCCCC1	-2	1	1	10	1	13	8	3	4

Whole records as entered above.
O=C(Cc1c(C(=O)O)[nH]c2ccc(Cl)cc12)Nc1ccc2c(c1)OCCO2 across the screens: CatL block: 24; CatB block: 7; CatS block: 14; Cathepsin G inh: -8; FXIa inh mix: 1; C1s inh: -34; E coli RNAP: 6; CatB mixtures: 1; AP ELISA ortho: -5
COC(=O)c1c(=O)n(O)c2ccc(OC)cc2[n+]1[O-] across the screens: CatL block: -16; CatB block: 1; CatS block: -2; Cathepsin G inh: -14; FXIa inh mix: -2; C1s inh: -36; E coli RNAP: -10; CatB mixtures: -1; AP ELISA ortho: -2

(more compounds)
SMILES	CatL block	CatB block	CatS block	Cathepsin G inh	FXIa inh mix	C1s inh	E coli RNAP	CatB mixtures	AP ELISA ortho
Cc1cnc(NC(=O)CN2C(=O)C3CC=CCC3C2=O)s1 (centres undefined)	5	6	4	-4	-1	-9	6	4	2
O=C(Nc1ccc(Cl)cc1)C1CCCN(S(=O)(=O)c2cnc[nH]2)C1 (centres undefined)	nt	-2	5	0	10	-3	1	2	2
CCN(CC)S(=O)(=O)c1ccc(S(=O)(=O)N2CCN(CCC#N)CC2)cc1	11	0	31	-1	5	-12	1	-1	15
COc1ccc(-c2noc(C3CCCN(S(=O)(=O)c4cccc(Cl)c4)C3)n2)cc1OC (centres undefined)	12	8	12	-4	6	-12	3	4	-16
CCc1nc(OCCN(C)C)c2oc3ccccc3c2n1	23	4	10	11	1	16	12	-3	-3
Cc1cc(C(=O)N2CCN(c3ncccn3)CC2)c(C)o1	10	1	6	9	8	14	10	4	0
Cc1c(=O)n(OCc2ccccc2F)c2ccccc2[n+]1[O-]	-13	4	1	8	7	1	10	4	19
COc1ccccc1NC(=O)N1CCN(c2cccc(C(F)(F)F)c2)CC1	-1	2	3	-5	1	4	5	4	4
Cc1ccc(S(=O)(=O)N2CCN(C(=O)COC(=O)c3cc(C)oc3C)CC2)cc1	-2	-4	0	2	2	4	5	3	13
O=C(Nc1ccc(N2CCCCC2)cc1)c1ccccc1	-1	-4	-3	-2	7	3	-7	-5	11
Cc1ccc2nc3n(c(=O)c2c1)CCC3	14	-4	?	-6	0	-7	-3	7	0
COc1ccc(N(C(=O)Cn2nnc3ccccc32)C(C(=O)NCc2ccco2)c2ccc(C)o2)cc1 (centres undefined)	-3	2	5	13	9	19	4	7	28
O=C(NC1CCCCC1)Sc1ccc(Cl)cc1	4	14	4	-8	7	-32	-4	3	-6
CCOC(=O)/C(C#N)=C1/C=CN(C)C=N1	-3	0	-3	21	14	20	2	7	18
COc1ccc(N2CCCCn3c2nc2c3c(=O)n(C)c(=O)n2C)cc1	9	4	1	7	2	5	2	0	16
CCN(C(=O)c1cc2cccc(OC)c2oc1=O)c1ccccc1	-3	4	4	3	3	40	5	1	6
O=C(NC1(C(=O)NC2CCCCC2)CCCCC1)c1ccc2c(c1)OCO2	-1	3	-10	7	4	-4	5	-8	19
COc1ccc(C(=O)Nn2cc3c(c2-c2ccccc2)c(=O)n(C)c(=O)n3C)cc1	1	-7	2	0	9	-26	3	7	15
CN(Cc1nc2ccccc2n1C)C(=O)c1cccs1	7	5	-6	5	5	-2	nt	1	-4
O=C(COC(=O)c1ccc(Cl)c(S(=O)(=O)N2CCCC2)c1)NC1CCCC1	-1	1	5	44	1	-4	-4	2	5
O=C(NC1(C(F)(F)F)N=C2SCCN2C1=O)C1CCCCC1 (centres undefined)	0	1	-3	-5	-3	-24	4	2	4
CCN1CCN(Cc2ccccc2NC(=O)Nc2ccc(C)cc2)CC1	-3	3	-10	9	8	21	1	6	14
O=S(=O)(c1ccc2nc(Cc3ccccc3)[nH]c2c1)N1CCOCC1	11	6	-3	9	8	15	0	-1	6
CCC1(C)Cc2ccccc2-c2c1c(=O)n(Cc1ccccc1)c1nnnn21 (centres undefined)	6	-1	9	-2	2	11	9	1	-8
COCc1[nH]nc2c1C1(CCC3(CC1)OCCO3)C(C#N)=C(N)O2	11	1	3	9	12	9	6	4	14
COC(=O)C1C(=O)C2=C(CC1C)NC(C)=C(C(=O)OC(C)C)C2c1ccc(OC)c(O)c1 (centres undefined)	-1	3	-1	9	-3	53	1	2	19
Cc1cc(NC(=O)c2sccc2C)n(-c2cccc(Cl)c2)n1	nt	3	5	13	0	5	9	5	8
CCOC(=O)c1cc(NC(=O)CSCCO)ccc1Cl	-5	-3	-1	5	8	5	nt	-2	8
CC1CCCC(C)N1C(=O)CSc1nnc(-c2c[nH]c3ccccc23)o1 (centres undefined)	11	1	-3	2	1	-49	10	6	14
COc1ccc(-c2noc(COc3ccc(Cl)c(C)c3)n2)cc1	8	3	11	8	-1	-10	12	2	6
CCOC(=O)C1CCCN(C(=O)CCn2nc(-c3ccccc3)ccc2=O)C1 (centres undefined)	16	4	-5	11	5	30	5	3	17
CC(=O)c1c(N2CCN(Cc3ccc4c(c3)OCO4)CC2)nc(=S)n(-c2ccccc2)c1C	22	0	7	10	3	16	7	7	7
O=C1CCC(=O)c2oc3ccccc3c2N1	-4	3	-15	-25	-17	-55	-4	-3	-2
CCOc1ccc(C2NC(=O)c3ccccc3O2)cc1 (centres undefined)	1	-3	-3	3	9	-13	1	-2	5
CCn1cc(C2=NOC(C(=O)O)C2)c(C)n1 (centres undefined)	-7	1	1	9	6	12	-1	2	18
COc1ccc(CCNC(=O)Cn2cnc3c(cnn3C(C)(C)C)c2=O)cc1OC	-1	3	1	8	1	4	-1	3	21
CCOC(=O)C1=C(C)NC(=O)CC1c1cc2c(cc1Br)OCO2 (centres undefined)	24	4	0	14	3	18	17	1	2
CCOC(=O)c1cc2c(=O)n3ccccc3nc2n(CCCOC)c1=NC(C)=O	-254	-7	-34	-33	-51	-95	-34	-18	16
O=C(c1ccco1)N1CCN(C(c2ccc(Cl)cc2)c2nnnn2CC2CCCO2)CC1 (centres undefined)	10	1	12	1	7	-3	12	4	3
C(=NC12CN3CN(CN(C3)C1)C2)c1ccc2c(c1)OCO2	-5	-2	-5	1	5	0	0	-9	16
Cc1nc(C)c(-c2csc(NCc3ccco3)n2)s1	4	-3	-3	-9	-3	-15	-4	-4	-16
COC(=O)c1ccc(CSc2nc(-c3ccccc3)cs2)o1	-1	5	0	5	1	11	-4	3	14

Not all compounds are listed; count on the stated rates, not on these rows.
